UTI89 phage lysis – inhibition of K1F phage lysis, E. coli UTI89, bacterial capsule biogenesis inhibitors, alamar blue (AID 488966) | inhibition, % at 100 µM, or IC50 in µM where a hit was titrated | E. coli UTI89 K1F phage lysis, alamar blue, 2 h; higher % means a stronger effect | 340,000 tested, 0.02% active;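 active = phage lysis inhibition, versus mean bacterial control, above a set limit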;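 also: capsule biogenesis inhibitors block K1F phage lysis so surviving cells raise fluorescence; higher fluorescence means more inhibition of phage lysis; actives were called in the ten point dose series up to 300 µM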
* = called active by the depositor; [ ] = remark or other dose. Some of the compounds tested, so the mix of outcomes need not match the whole.

SMILES | UTI89 phage lysis
COCCn1cc(C(=O)NCCCOC(C)C)c2c3ccccc3n(C)c2c1=O | 0.2%
CC(C)CC(=NNC(=O)c1ccncc1)c1cc(Cl)ccc1O | -2.2%
CCCCN(C(=O)CCCc1nc2ccccc2s1)c1c(N)n(CCCC)c(=O)[nH]c1=O | -0.2%
COc1ccc(-c2cc(C(=O)NCCCN3CCOCC3)c3cc(C(C)C)ccc3n2)cc1 | 0.1%
O=C(CSc1ncccn1)Nc1cccc(S(=O)(=O)N2CCOCC2)c1 | 1.5%
Nc1c(C(=O)N2CCOCC2)sc2nc3c(cc12)CCCC3 | 0.3%
O=C(NCc1ccccc1)C1CCN(c2nc(-c3ccccc3)nc3c2CCC3)CC1 | 0.0%
O=C(NCC1CCCO1)C1CCN(S(=O)(=O)c2ccc(Br)cc2)CC1 (stereo not given) | 0.4%[50 µM]
CCCCC1CCCOC(C(=O)NCCNCCO)(C(F)(F)F)C1 (stereo not given) | 5.2%
CC(=O)N1CCN(C(=O)CN2C(=O)NC(C)(c3ccc4ccccc4c3)C2=O)CC1 (stereo not given) | 0.3%[50 µM]
OCC1OC(n2cnc3c(NCCc4ccccc4)ncnc32)C(O)C1O (stereo not given) | 1.3%
O=C(Nc1ccccn1)c1ccc(Cl)s1 | 0.1%
C[C@H](CO)N1C[C@H](C)[C@@H](CN(C)S(=O)(=O)c2cn(C)cn2)Oc2ccc(NC(=O)Cn3cnnn3)cc2C1=O | 0.3%
O=[N+]([O-])c1ccccc1/C=C/CN1CCC(O)CC1 | 0.4%
CC(C)C(NC(=O)c1c(F)cccc1F)C(=O)NNC(=O)c1ccccc1 (stereo not given) | 0.5%[50 µM]

3 records drawn at random from the list so far, as already listed:
SMILES | UTI89 phage lysis
CCCCN(C(=O)CCCc1nc2ccccc2s1)c1c(N)n(CCCC)c(=O)[nH]c1=O | -0.2%
O=[N+]([O-])c1ccccc1/C=C/CN1CCC(O)CC1 | 0.4%
CC(=O)N1CCN(C(=O)CN2C(=O)NC(C)(c3ccc4ccccc4c3)C2=O)CC1 (stereo not given) | 0.3%[50 µM]

(next part)
SMILES | UTI89 phage lysis
Cc1occc1C(=O)N(C)CC1CCCN(CCc2ccccc2F)C1 (stereo not given) | 0.6%
O=C(COC(=O)c1cc([N+](=O)[O-])ccc1N1CCOCC1)Nc1c(Cl)cccc1C(F)(F)F | 0.1%
CCN(C(=O)CSc1nc2ccccc2o1)c1c(N)n(Cc2ccccc2)c(=O)[nH]c1=O | 0.8%[50 µM]
CCC(=O)c1c[nH]c(C(=O)NCc2cccc(C(F)(F)F)c2)c1 | -0.1%
O=C(COc1ccccc1)Nc1cc2c3c(c1)CC(=O)N3CCC2 | 0.5%[50 µM]
CC1(C)O[C@@H]2[C@H](O1)[C@@H](COS(=O)(=O)O)O[C@H]2n1cnc2c(=O)[nH]cnc21 | 0.7%
O=C(CCN1C(=O)/C(=C/c2ccccc2)SC1=S)Nc1ccccn1 | 0.5%
Cc1cccc(C)c1N1CCN(c2cc(Cl)nc(N)n2)CC1 | -0.1%
CC(Nc1cc(C)cc(C)c1)=[N+](C)CCNS(=O)(=O)c1ccc(Cl)cc1 | 1.4%[50 µM]
O=C(NCCC1=CCCCC1)c1cccc(S(=O)(=O)N2CCCCC2)c1 | -0.1%[50 µM]
O=C(CCCn1ncn2c(cc3occc32)c1=O)NCc1ccccc1F | 0.2%
COc1ccc(S(=O)(=O)N2CCN(Cc3ccc4c(c3)OCO4)CC2)cc1 | -0.2%
COc1ccc(OC)c(NC(=O)c2ccc(N3C(=O)C4CC=C(C)CC4C3=O)cc2)c1 (stereo not given) | -1.0%[50 µM]
COc1ccc(OCCNC(=O)c2ccccc2Cl)cc1 | 0.0%
O=C(/C=C/c1c(F)cccc1Cl)N1CCc2ccccc2C1 | 0.2%
CNC(=O)Cn1nc(-c2ccc(C)cc2)c2ccccc2c1=O | 0.2%
Cc1cc(C)c(C)c(S(=O)(=O)N2CCN(C(=O)CNC(=O)c3ccco3)CC2)c1C | 0.0%[50 µM]
COc1ccc(N2CCN(C(=O)C3CCCN(S(=O)(=O)c4ccc(F)cc4)C3)CC2)cc1 (stereo not given) | -0.1%[50 µM]
COc1nc(-c2ccccc2)c2cc(C)ccc2n1 | -1.2%
CN(C(=O)c1ccc(S(=O)(=O)N2CCCCC2)cc1)C1CCS(=O)(=O)C1 (stereo not given) | 0.4%[50 µM]
CCN1CCN(CCCNC(=O)c2ccc3c(Cl)c4c(nc3c2)CCCC4)CC1 | 1.3%
CCC(Oc1ccccc1)C(=O)N(CC)CC(=O)NCc1ccc(F)cc1 (stereo not given) | 0.7%[50 µM]
O=C(Cc1cccs1)Nc1ccc([N+](=O)[O-])cc1 | -0.2%
Cc1ccccc1Cn1c(C)nc2ccccc21 | 0.6%
O=C(C1CCN(S(=O)(=O)c2ccc(Cl)cc2)CC1)N1CCN(c2ccccn2)CC1 | -0.2%[50 µM]
CN(CC(=O)Nc1ccccc1C(F)(F)F)C(=O)CSc1nnc(-c2ccncc2)n1C | 0.7%[50 µM]
NS(=O)(=O)c1cccc(NC(=O)C(Cc2ccccc2)NC(=O)c2ccccc2)c1 (stereo not given) | -0.4%
C[C@H](CO)N1C[C@H](C)[C@@H](CN(C)Cc2ccc(Oc3ccccc3)cc2)Oc2c(NS(=O)(=O)c3cn(C)cn3)cccc2C1=O | -3.9%
COc1cccc(C(=O)N2c3cc(C)ccc3OCC2C(C)(C)C)c1 (stereo not given) | 0.2%
O=C(CNC(=O)c1ccc(F)cc1)NCc1ccc(S(=O)(=O)N2CCOCC2)cc1 | 0.8%[50 µM]

Some of these compounds in order of count of non-hydrogen atoms, largest number first:
SMILES | UTI89 phage lysis
C[C@H](CO)N1C[C@H](C)[C@@H](CN(C)Cc2ccc(Oc3ccccc3)cc2)Oc2c(NS(=O)(=O)c3cn(C)cn3)cccc2C1=O | -3.9%
CCC(Oc1ccccc1)C(=O)N(CC)CC(=O)NCc1ccc(F)cc1 (stereo not given) | 0.7%[50 µM]
O=C(Cc1cccs1)Nc1ccc([N+](=O)[O-])cc1 | -0.2%

Continuation.
SMILES | UTI89 phage lysis
Cc1ccc([N+](=O)[O-])cc1NC(=O)C(C)Sc1nnc(C)n1CC1CCCO1 (stereo not given) | 0.1%
O=C(c1ccc2c(=O)n(Cc3ccccc3Cl)c(=S)[nH]c2c1)N1CCCC1 | 0.8%
OCC[C@H]1C[C@@H](O)[C@H](O)[C@]2(OCCc3ccccc32)O1 | 2.3%
O=C(Cn1c2ccccc2c2nc3n(c(=O)c21)CCS3)Nc1ccccc1 | 0.3%
COC(=O)C1=C(C)N(Cc2ccccc2)C(=NCc2cccc(Cl)c2)N[C@H]1c1ccccc1 | -1.8%
COc1ccc(/C=C(\NC(=O)c2cccs2)C(=O)NN)cc1OC | 1.6%[50 µM]
O=C(CN1C(=O)CNC1=O)Nc1cc(Cl)cc(Cl)c1 | -3.1%
CC(C)(C)OC(=O)N[C@@H](C(=O)OC(C)(C)C)c1ccc(Br)cc1 | 1.0%
CC(=O)c1ccc(NC(=O)CCc2nnc3ccc(NCc4ccco4)nn23)cc1 | 0.1%
CC(C)C(C(=O)NCC1CCCO1)N(C(=O)CNS(=O)(=O)c1ccc(F)cc1)c1ccccc1 (stereo not given) | 0.2%
O=C(OCN1C(=O)c2ccccc2C1=O)c1ccc(Cl)nc1 | 3.4%
O=C(NCc1ccc(F)cc1)c1ccc2c(c1)S(=O)(=O)c1ccccc1C2=O | 0.8%
CC(C)=C(NC(=O)c1ccccc1)C(=O)Nc1cccc(C)c1 | 0.2%[50 µM]
CCCN(C(=O)CCCSc1nc2ccccc2[nH]1)c1c(N)n(Cc2ccccc2)c(=O)[nH]c1=O | 0.1%[50 µM]
CCOC(=O)c1cnc2c(C(F)(F)F)cccc2c1NCCCN1CCOCC1 | -0.1%
CC(NC(=O)c1cc(-c2ccccn2)nc2ccc(Cl)cc12)C1CCCO1 (stereo not given) | -0.1%[50 µM]
O=C(O)CN1C(=O)CC(c2ccccc2)CC1=O | -2.0%
CN(CCCNC(=O)C1CCC(CNS(=O)(=O)c2ccccc2)CC1)Cc1ccccc1 (stereo not given) | 0.4%
COc1ccc(/C=C/C(=O)Nc2ccc(S(=O)(=O)N3CCOCC3)cc2)c(OC)c1 | 0.3%[50 µM]
O=c1c2ccccc2[nH]c(=S)n1Cc1ccccc1Cl | 0.2%
COc1ccc(-c2nnc(SCC(=O)NC3CC3)o2)c(OC)c1 | 1.7%[50 µM]
COc1ccc(COC(=O)C2=C(C)NC(=O)NC2c2cccc(OC)c2OC)cc1 (stereo not given) | -1.5%
Cc1cccc(Oc2nc3ccccn3c(=O)c2/C=C(\C#N)C(=O)NC2CCS(=O)(=O)C2)c1C (stereo not given) | 0.2%
Cc1ccc(S(=O)(=O)N2CCCCC2C(=O)N(C)c2ccccc2)cc1 (stereo not given) | 1.2%
Cc1ccccc1-c1nc(CS(=O)(=O)CC(=O)NCCCN2CCOCC2)c(C)o1 | 0.1%
CCOc1ccc(S(=O)(=O)n2nc(C)c(S(=O)(=O)N3CCOCC3)c2C)cc1 | 0.3%
Cc1ccc(CN2CC(C(=O)Nc3ccc(C)cn3)CC2=O)cc1 (stereo not given) | -0.4%[50 µM]
O=C1N(c2ccccc2C(F)(F)F)O[C@]1(c1ccccc1)C1CCCC1 | -0.2%
CCOC(=O)C(C(=O)N(C)Cc1ccccc1)C1CCCCC1 (stereo not given) | 0.4%
Cc1ccc(-n2ncc3c2CC(C)(C)CC3NC(=O)c2c(C)noc2C)cc1 (stereo not given) | 0.7%[50 µM]

Quoted from the listing for reference:
SMILES | UTI89 phage lysis
CC(NC(=O)c1cc(-c2ccccn2)nc2ccc(Cl)cc12)C1CCCO1 (stereo not given) | -0.1%[50 µM]
O=C(O)CN1C(=O)CC(c2ccccc2)CC1=O | -2.0%
CN(CCCNC(=O)C1CCC(CNS(=O)(=O)c2ccccc2)CC1)Cc1ccccc1 (stereo not given) | 0.4%

The listing continues:
SMILES | UTI89 phage lysis
COc1ccc(C)cc1NC(=O)C1CCCN(S(=O)(=O)c2cccs2)C1 (stereo not given) | 0.1%
C=CC[C@@H](Cc1ccc(F)cc1)C(=O)OC[C@H]1CCCN1C(=O)[C@H](CC=C)CC(=O)NCCO | 1.3%
CCCNS(=O)(=O)c1cc(CN2C(=O)c3cccnc3C2=O)ccc1OC | 1.1%
Cc1cccc(C(=O)NCCCn2ccnc2)c1C | 0.2%
CN(C)S(=O)(=O)c1ccc(/C(O)=C2/C(=O)C(=O)N(CCCN3CCOCC3)C2c2ccncc2)cc1 (stereo not given) | 2.6%[50 µM]
CC(=O)Nc1ccc(S(=O)(=O)Nc2cc3c(cc2C(C)=O)OCO3)cc1 | 1.1%
O=C(c1noc2c1CCCCC2)N1CCN(C(c2ccccc2)c2ccccc2)CC1 | 0.0%
COc1ccc(Cl)cc1NC(=O)c1cc(-c2ccco2)on1 | -1.4%
Cc1ccc2nc(-c3cccc(Br)c3)cc(C(=O)NC3CC3)c2c1 | 1.4%[50 µM]
N#Cc1ccc(S(=O)(=O)NC2CC2)cc1 | 0.1%
Cc1nc(-c2ccc(S(=O)(=O)Nc3ccccc3C)cc2)co1 | 2.2%
CCC(C(=O)OCC(=O)c1ccc(OC)cc1OC)c1ccccc1 (stereo not given) | 1.1%[50 µM]
O=C(Nc1cccc(Cl)c1)c1ccc(NC2=NC3CS(=O)(=O)CC3S2)cc1 (stereo not given) | 0.4%
CCCn1c(C(CO)Nc2nc(C)cs2)nc2ccccc21 (stereo not given) | 0.2%
CCc1noc(C)c1C(=O)N(CC)CC(=O)Nc1cc(Cl)ccc1C | -0.3%[50 µM]
COc1ccccc1CNC(=O)CN1C(=O)NC(Cc2ccccc2)(c2ccccc2)C1=O (stereo not given) | -1.9%
CCCn1c(SCC(=O)Nc2ccccc2OC)nnc1-c1ccco1 | 0.1%
OC(CN1CCN(c2ccccc2Cl)CC1)c1ccccc1 (stereo not given) | 0.1%
O=C(Cn1ccc(=O)[nH]c1=O)Nc1ccc(O)c([N+](=O)[O-])c1 | -4.3%
O=C(CCN1CCN(c2ccccc2)CC1)c1ccc(Br)cc1 | 0.0%
COc1cc(C(=O)NCC2CCCO2)ccc1OCc1ccccc1 (stereo not given) | -0.1%
CCCn1c(C2CCCN2c2nc(-c3cccc(Br)c3)cs2)nc2ccccc21 (stereo not given) | 0.8%
CCCCn1c(N)c(N(CCC(C)C)C(=O)c2oc3ccc(OCC)cc3c2C)c(=O)[nH]c1=O | 0.2%[50 µM]
COc1ccc(-c2cc(C(=O)N(C)CCc3ccc(OC)c(OC)c3)c3ccccc3n2)cc1 | -1.1%[50 µM]
O=C(Nc1nnc(CCc2ccccc2)s1)c1ccc(F)cc1 | 0.0%
CCOc1ccccc1N(CC(=O)Nc1ccc(OC)cc1OC)S(=O)(=O)c1ccccc1 | -2.7%
C=CCn1c(CCNC(=O)c2ccccc2F)nnc1SCC(=O)Nc1ccccc1F | 0.9%[50 µM]
O=C(NS(=O)(=O)NC1CCCCC1)C1=C(N2CCCC2)COC1=O | 1.0%
COc1ccccc1NC(=O)CCC(=O)Nc1cc(OC)c(NC(=O)c2cccs2)cc1OC | 0.4%
CCC1(CC)CNC(=O)NC1=O | -4.1%
CC(C(=O)N1CCOCC1)c1ccccc1 (stereo not given) | -0.4%
COc1ccc(CN(C)C(=O)c2ccc(NC(=O)CC3SC(N4CCCC4)=NC3=O)cc2)c(OC)c1 (stereo not given) | 0.6%[50 µM]
O=S(=O)(c1ccc(F)cc1)N1CCN(CC(O)COCc2ccccc2)CC1 (stereo not given) | 0.7%[50 µM]
Cc1cccc(/C=N/NC(=O)c2cc(C)nc3ccccc23)n1 | 0.2%
CCn1c(SCC(=O)Nc2ccc3[nH]c(=O)[nH]c3c2)nc2ccccc21 | 0.2%[50 µM]
COc1cccc(CN(CC(=O)NCc2ccc(F)cc2)C(=O)c2ccco2)c1 | 0.3%
COC(=O)c1cc(CNC(=O)c2ccc(S(=O)(=O)N(C)c3ccccc3)cc2)ccc1OC | -0.1%[50 µM]

High-throughput results (PubChem)
